From PubChem
RORg inh – qHTS for inhibitors of ROR gamma transcriptional activity | Potency, µM (series often up to 53.6 µM), without a hit: at the highest dose activity change, negative = inhibition, hits mostly inhibitors | Drosophila S2 Gal4-RORgamma UAS-luciferase reporter, 20 h | actives 5.4% (n = 310,000) | Nuclear receptor ROR-gamma (Mus musculus), P51450; note: potency is the fitted concentration of half-maximal effect; % is set by controls: 0 for no effect and ±100 for the full control effect; nearly all actives have a fitted effect of over 60% in size
Target sequence (P51450 whole entry, looked up, the tested form may be a part): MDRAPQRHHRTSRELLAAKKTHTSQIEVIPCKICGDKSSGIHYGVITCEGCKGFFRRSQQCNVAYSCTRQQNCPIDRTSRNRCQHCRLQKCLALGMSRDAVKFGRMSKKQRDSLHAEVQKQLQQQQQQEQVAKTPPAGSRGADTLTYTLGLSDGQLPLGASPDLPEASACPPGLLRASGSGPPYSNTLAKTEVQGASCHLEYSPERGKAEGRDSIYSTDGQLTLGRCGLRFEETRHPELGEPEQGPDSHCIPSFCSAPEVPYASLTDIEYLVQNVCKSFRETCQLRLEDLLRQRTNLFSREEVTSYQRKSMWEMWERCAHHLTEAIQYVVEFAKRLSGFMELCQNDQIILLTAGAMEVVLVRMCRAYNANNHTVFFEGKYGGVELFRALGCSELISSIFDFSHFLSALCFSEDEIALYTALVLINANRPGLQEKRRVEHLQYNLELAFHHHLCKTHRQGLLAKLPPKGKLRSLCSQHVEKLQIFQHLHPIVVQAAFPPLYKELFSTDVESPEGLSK
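A Gal4/UAS one-hybrid system in insect cells: metallothionein-promoter Gal4–ROR gamma fusion plus Photinus luciferase reporter. Copper sulfate 700 uM final, 20 hr ambient incubation, luminescent detection after 10 min with reagent.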
KCNH2 3.1 block – qHTS for Inhibitors of KCHN2 3.1: Mutant qHTS. actives 0.95% (n = 340,000). U2OS KCNH2 3.1, thallium flux FluxOr; active compounds read low. AID 720553, 2013. activity change, % (tested at about 1.8 µM);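 active = maximum activity change below -70%; inconclusive = maximum activity change from -70% to -50%; inactive = maximum activity change above -50%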;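 note: thallium influx rate constant from kinetic fluorescence after stimulation buffer; % is set by controls: 0 for no effect and ±100 for the full control effect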
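Kinetic fluorescence (2 min after stimulation buffer) measures Tl+ influx through KCNH2 3.1 expressed by viral transduction in U2OS cells; the rate constant is normalized against DMSO controls serving as positive and negative references.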
PKM2 act – qHTS Assay for Activators of Human Muscle isoform 2 Pyruvate Kinase; purified PKM2, Kinase-Glo ATP luminescence, activation; response scale: 0% is enzyme alone, no compound; AID 1631, 2009; Potency, µM (highest dose often 57.5 µM), inactives show at the highest dose activation, usual class: activators; actives 0.34% (n = 260,000); Pyruvate kinase PKM (Homo sapiens), P14618; note: potency is the fitted concentration of half-maximal effect; % is set by controls: 0 for no effect and ±100 for the full control effect; nearly all actives have a fitted effect of over 55% in size
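hPK-M2, >95% pure; 0.1 mM ADP / 0.5 mM PEP final; imidazole pH7.2 buffer w/ 7 mM MgCl2, 50 mM KCl; 1 h RT; Kinase-Glo lum. Intermediate enzyme activity for dual inhibitor/activator qHTS.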
Mito fusion act – qHTS Assay for Small Molecule Inhibitors of Mitochondrial Division or Activators of Mitochondrial Fusion; actives 0.23% (n = 320,000); Potency, µM (top dose mostly 46.1 µM), without a hit: at the highest dose growth rescue (activation), hits mostly activators; S. cerevisiae fusion-defective mutant growth rescue, CellTiterGlo 48 h;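 note: potency is the fitted concentration of half-maximal effect; % of control where 0% means no effect; nearly all actives have a fitted effect of over 45% in size; temperature-sensitive fusion mutants such as fzo1-1 at 37 °C on non-fermentable ethanol glycerol medium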
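Temperature-sensitive fusion-defective S. cerevisiae (e.g. fzo1-1, mgm1-5) were grown with compound in YPEG medium (3% ethanol, 3% glycerol) for 48 hours at 37C. Growth rescue was measured as viability by CellTiterGlo luminescence after 10 minutes at ambient.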
NPC1 promoter act – qHTS Assay for NPC1 Promoter Activators. Huh7 NPC1 promoter luciferase reporter, 24 h. Potency, µM (highest dose often 9.22 µM), for the others: top-dose activation, actives largely listed as activators. actives 2.4% (n = 320,000). AID 485313, 2010;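 note: potency is the fitted concentration of half-maximal effect; % of control where 0% means no effect; nearly all actives have a fitted effect of over 60% in size; reporter is driven by a mutant NPC1 promoter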
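NPC1 promoter–luciferase Huh7 cells; 24 h compound; luminescence.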
Menin MLL FP TR – qHTS Assay for Inhibitors Targeting the Menin-MLL Interaction in MLL Related Leukemias: Competition With Texas Red Labeled MLL-derived Mutant Peptide | O00255 | Menin + Texas Red MLL mutant peptide, fluorescence polarization | Potency, µM (highest dose often 61.6 µM), for inactives: at the top dose FP activity change, negative = inhibition, usual class: inhibitors | actives 0.23% (n = 270,000) | AID 1768, 2009; active = well fitted inhibition curve with a large enough effect in the polarisation, with a control signal flat, not every such curve was filed as active; inconclusive = small, poorly fitted or top-dose-only effect, or effect the other way, or a change in a side signal; inactive = no such curve, though single readings can be large or run the other way; the % refers to the polarisation; note: potency is the fitted concentration of half-maximal effect; % of control where 0% means no effect; many of its hits are not listed in these tables
Target sequence (O00255 whole entry, looked up): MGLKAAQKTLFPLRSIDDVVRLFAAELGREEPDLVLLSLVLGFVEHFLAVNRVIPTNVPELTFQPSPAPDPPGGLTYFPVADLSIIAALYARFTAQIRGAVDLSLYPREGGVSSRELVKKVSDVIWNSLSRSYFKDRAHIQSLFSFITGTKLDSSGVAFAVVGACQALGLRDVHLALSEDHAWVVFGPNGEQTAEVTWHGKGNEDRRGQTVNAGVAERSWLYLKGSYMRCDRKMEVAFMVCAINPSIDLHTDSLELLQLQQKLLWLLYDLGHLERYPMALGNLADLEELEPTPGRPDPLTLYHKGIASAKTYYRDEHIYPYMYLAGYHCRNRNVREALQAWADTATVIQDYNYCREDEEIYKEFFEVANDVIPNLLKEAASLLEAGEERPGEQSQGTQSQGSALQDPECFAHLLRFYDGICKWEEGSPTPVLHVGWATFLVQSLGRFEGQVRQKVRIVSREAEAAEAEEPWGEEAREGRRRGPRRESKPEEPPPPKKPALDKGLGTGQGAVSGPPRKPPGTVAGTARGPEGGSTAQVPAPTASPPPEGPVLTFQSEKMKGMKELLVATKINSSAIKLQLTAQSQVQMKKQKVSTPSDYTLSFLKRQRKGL
Rab9 promoter act – qHTS Assay for Rab9 Promoter Activators; Huh7 Rab9 promoter-luciferase reporter, luminescence, 24 h; Potency, µM (series often up to 9.22 µM), without a hit: at the top dose activation, negative = inhibition, usual class: activators; actives 2.8% (n = 320,000); AID 485297, 2010; note: potency is the fitted concentration of half-maximal effect; % of control where 0% means no effect; nearly all actives have a fitted effect of over 60% in size
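Steps: seed 1500 Huh7 Rab9-luc cells per well, rest 2 h at 37 °C; add compound in DMSO; incubate 24 h; add luciferase reagent, 10 min ambient; read luminescence.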
ELG1 DNA repair – qHTS screen for small molecules that inhibit ELG1-dependent DNA repair in human embryonic kidney (HEK293T) cells expressing luciferase-tagged ELG1 | HEK293T ELG1-luciferase reporter, luminescence, 16 h; DNA damage induced by 5-fluorouridine | Potency, µM (titrated, usually from 46.1 µM), inactives show at the highest dose activity change, negative = inhibition, usual class: inhibitors | actives 2.3% (n = 330,000); note: potency is the fitted concentration of half-maximal effect; % is set by controls: 0 for no effect and ±100 for the full control effect; nearly all actives have a fitted effect of over 55% in size
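DMSO vehicle served as the neutral condition. Each well held 2,000 cells given 5-fluorouridine plus compound; after 16 hr at 37 °C/5% CO2, ONE-Glo was added and luciferase measured 30 min later.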
Gal4-VP16 FLuc – VP16 counterscreen qHTS for inhibitors of ROR gamma transcriptional activity | Drosophila S2 Gal4-VP16 UAS-luciferase, luminescence, 20 h | Potency, µM (highest dose often 53.6 µM), for the others: at the highest dose activity, negative = inhibition, hits mostly inhibitors | actives 3.5% (n = 310,000) | AID 2546, 2010;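 note: Gal4-VP16 expression switched on by copper sulfate through the metallothionein promoter; potency is the fitted concentration of half-maximal effect; % is set by controls: 0 for no effect and ±100 for the full control effect; nearly all actives have a fitted effect of over 50% in size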
MBNL1-CUG inh – qHTS Assay for Inhibitors of MBNL1-poly(CUG) RNA binding. Muscleblind-like protein 1 (Homo sapiens), Q9NR56. actives 0.036% (n = 280,000). TR-FRET MBNL1-His/biotin-(CUG)12 binding, 665/545 ratio. Potency, µM (doses to about 57.5 µM), for inactives: at the top dose activity change, negative = inhibition, usual class: inhibitors; active = well fitted inhibition curve with a large enough effect in the signal ratio, with a control signal flat, not every such curve was filed as active; inconclusive = small, poorly fitted or top-dose-only effect, or effect the other way, or a change in a side signal; inactive = no such curve, though single readings can be large or run the other way; the % refers to the signal ratio; note: potency is the fitted concentration of half-maximal effect; % is set by controls: 0 for no effect and ±100 for the full control effect
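TR-FRET readout: Ex 340 nm, 665/545 nm emission ratio, normalized to buffer-only (basal) and MBNL1-(CUG)12 controls. Complex of MBNL1-His with Biotin-(CUG)12, compounds 92 nM–58 uM, incubated 60 min at room temperature.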
FLuc counter – qHTS profiling assay for firefly luciferase inhibitor/activator using purifed enzyme and Km concentrations of substrates (counterscreen for miR-21 project); Potency, µM (titrated, usually from 57.5 µM), for the others: at the highest dose activity change, negative = inhibition, hits mostly inhibitors; actives 6.9% (n = 360,000); Luciferin 4-monooxygenase (Photinus pyralis), P08659; purified FLuc, Km substrates, luminescence inhibition; AID 588342, 2011;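 note: potency is the fitted concentration of half-maximal effect; plate controls were vehicle for no effect and reference inhibitor for full effect; nearly all actives have a fitted effect of over 55% in size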
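Purified P. pyralis luciferase (10nM final) with 10uM D-luciferin and 10uM ATP (Km levels) in 50mM Tris acetate pH 7.5, 10mM Mg acetate, 0.01% Tween-20, 0.05% BSA; qHTS 6-point titration, ~60 µM downward; luminescence read.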
An asterisk follows results filed as active; u = inconclusive; x = not tested or not shown; [ ] = dose if it differs, or a comment. Unless noted, calls come from the whole dose curve; as a rule, active = well fitted curve in the direction sought with a large enough effect; inconclusive = small, poorly fitted or top-dose-only effect, or another doubt; inactive = no such curve, though single readings can be large; an effect the other way counts as inactive or inconclusive. The list is partial; rates above refer to the full screens.

SMILES	RORg inh	KCNH2 3.1 block	PKM2 act	Mito fusion act	NPC1 promoter act	Menin MLL FP TR	Rab9 promoter act	ELG1 DNA repair	Gal4-VP16 FLuc	MBNL1-CUG inh	FLuc counter
COc1ccc2cc(CN(CC3COCCO3)S(=O)(=O)c3ccccc3)c(=O)[nH]c2c1 (stereo unspecified)	5%	x	13%	2%	2%	2%	13%	-16%	-2%	15%	-1%
Cc1oc(-c2cccc(Br)c2)[n+]([O-])c1C	5%	-10	-9%	0%	3%	1%	5%	u	4%	4%	-8%
CC(C)CN(CC(C)C)C(=O)CN1c2cccc3cccc(c23)S1(=O)=O	27%	1	x	7%	0%	-8%	-2%	-9%	2%	3%	-1%
CCC1=C/C(=C\c2ccc3c(c2)OCO3)C(=O)S1	24%	x	11%	3%	-5%	u	18%	15%	7%	-3%	u
O=S(=O)(CCCc1ccccc1)c1ncn[nH]1	-14%	29	-4%	-1%	-2%	7%	-1%	5%	-3%	2%	3%
CCOC(=O)N1CCN(CC(=O)Nc2cc(OC)c(OC)cc2C#N)CC1	36%	1	0%	-5%	-3%	0%	-5%	-3%	-8%	x	-1%
COc1ccc(OC)c(S(=O)(=O)N2CCCC(C(=O)NCc3cccnc3)C2)c1 (stereo unspecified)	u	10	0%	0%	-1%	-6%	3%	-3%	-8%	1%	-1%
COc1ccc(N(C)S(=O)(=O)c2cccc(C(=O)OCC(=O)NCc3ccccc3OC)c2)cc1	u	1	-13%	11%	5%	x	-3%	-1%	2%	5%	u
CC(C)(C)c1ccc(C(=O)N/N=C2\C3CN4CCN(C3)CC2(c2ccccc2)C4)cc1	-24%	-5	-6%	-26%	0%	-3%	3%	0%	-3%	0%	1%
CCSc1nc(O)c(C(c2cccc(OC)c2)c2c(O)nc(SCC)[nH]c2=O)c(=O)[nH]1	-13%	6	-17%	3%	2%	17%	-2%	-1%	-5%	-4%	13%
CC(=O)N1CCOc2ccc(S(=O)(=O)NCCc3cccc(C)c3)cc21	12%	-3	4%[0.46 µM]	5%	-1%	6%	-5%	-3%	-1%	-3%	4%
COc1ccc(-c2csc(N(C)C(=O)c3ccco3)n2)cc1	14%	7	3%	1%	u	-19%	4µM*	u	4%	14%	11µM*
COc1ccc(Nc2nnc(SCC(=O)c3cc(C)n(CC4CCCO4)c3C)s2)cc1 (stereo unspecified)	-3%	0	2%	7%	9%	x	9%	u	-5%	-1%	3.8µM*
COc1ccc(C(=O)N/N=C/c2ccc(SC)cc2)cc1	u	0	-3%	-35%[inhibitor]	6%	14%	3%	11%	0%	3%[11.5 µM]	6.7µM*
CCN(CC)CCNc1ncnc2c1sc1nc(N3CCOCC3)c3c(c12)CCCC3	u	-7	-3%	-5%	0%	x	-15%	u	u	-2%	1%
CC(=O)c1cccc(N(CC(=O)NC2CCCCC2)C(=O)c2csnn2)c1	-6%	5	x	-6%	4%	-2%	-1%	5%	-6%	-5%	1%
Cc1nc2ccccc2c2oc(C(=O)NCCCN3CCCC3=O)cc12	-2%	-2	10%	-4%	1%	u	-2%	-21%	-8%	-1%	1%
C/C(=N\NS(=O)(=O)c1ccc(Cl)c([N+](=O)[O-])c1)c1ccc(C)o1	-11%	3	-2%	5%	-2%	x	0%	4%	-7%	17%	0%
N#CC1=C(N)Oc2c(ccc3ccccc23)C1c1cccs1 (stereo unspecified)	-8%	0	13%	3%	-3%	u	-12%	u	11%	53%[activator]	u
CCOCCCNC(=O)c1ccc(NC(C)=O)cc1	38%	-6	-16%	0%	5%	0%	0%	u	-3%	5%	-6%
CCOc1ccc(C(=O)Nc2nnc(NC(=S)Nc3ccccc3)s2)cc1	0.35µM*	-14	-6%	6%	15%	u	4%	25%	1.6µM*	0%	u
Cc1cc2ccccc2c(=O)n1CC(=O)Nc1ccc2c(c1)OCCO2	5%	9	-7%	-4%	-4%	5%	-5%	-5%	0%	7%	2%
C#Cc1ccc([C@H]2C=C(C(=O)N3CCOCC3)O[C@@H](OCC)[C@@H]2CCCO)cc1	18%	x	-6%	-1%	7%	-10%	10%	7%	-2%	1%	0%
COc1ccc(-c2cc(C#N)nc(N3CCN(c4ccccc4)CC3)n2)cc1	17%	-20	2%	1%	-1%	15%	0%	-10%	-10%	-5%	8%
COCCN(Cc1cc2cc3c(cc2nc1Cl)OCO3)C(=O)c1cccc(C)c1	34%	-4	-5%	8%	-1%	x	-4%	u	-13%	-12%	0%

The list goes on:
SMILES	RORg inh	KCNH2 3.1 block	PKM2 act	Mito fusion act	NPC1 promoter act	Menin MLL FP TR	Rab9 promoter act	ELG1 DNA repair	Gal4-VP16 FLuc	MBNL1-CUG inh	FLuc counter
Cc1ccc2nsnc2c1N(S(C)(=O)=O)S(C)(=O)=O	-20%	20	1%	-4%	-2%	-18%	1%	-2%	2%	20%	5%
Cn1cc(CCC(=O)N2CCCC(Nc3ccc(F)cc3)C2)cn1 (stereo unspecified)	0%	-4	x	1%	-4%	x	0%	10%	-16%	-5%	-1%
CCCCCOc1ccc(Cn2ccnc2)cc1[N+](=O)[O-]	u	-4	2%	29%	10%	-7%	11%	u	-3%	10%	u
Cc1ccc(/C=C2\SC(=S)N(CCC(=O)NNS(=O)(=O)c3ccccc3)C2=O)cc1	7%	3	1%	3%	-3%	x	0%	6%	10%	9%	2%
COc1ccc(C(=O)Nc2ccccc2[N+](=O)[O-])cc1S(=O)(=O)N1CCOCC1	10%	12	-1%	-3%	-1%	x	-3%	u	7%	u	3%
O=C(Nc1cccc(C(F)(F)F)c1)C1CCCN(c2ncccn2)C1 (stereo unspecified)	15%	4	1%	6%	-5%	-5%	0%	-12%	-11%	-2%	1%
CC(C)(C)n1ncc2c(=O)n(CC(=O)Nc3ccc4c(c3)OCCO4)cnc21	33%	0	0%	2%	-1%	5%	-5%	0%	4%	-6%	-9%
CCC(C)NC(=O)c1cn(C)c(=O)c2cc(OC)c(OC)cc12 (stereo unspecified)	-9%	0	-1%	1%	1%	21%	4%	1%	-4%	1%	-1%
Cc1ccn2c(=O)nc(SCC(=O)Nc3cccc4ccccc34)nc2c1	x	17	x	16%	-3%	x	-12%	-25%	x	x	-1%
CCOc1ccc(CO/N=C/c2c(C)[nH]c(=O)[nH]c2=O)cc1	22%	-13	10%	1%	1%	10%	0%	8%	0%	1%	7%
NC(N)=NS(=O)(=O)c1ccc(NC(=S)NC(=O)c2ccc(Br)cc2)cc1	-11%	4	-1%	-2%	-2%	0%	-2%	-8%	4%	-5%	0%
N#Cc1ccc(C(=O)Nc2cc(S(=O)(=O)Nc3ccc(Cl)cc3)ccc2N2CCCCC2)cc1	36%	-4	0%	0%	-2%	-16%	-2%	u	u	x	2%
Cc1ccc(S(=O)(=O)N2[C@@H](c3cccc(Cl)c3)C(C(=O)O)=CC[C@H]2c2cccc(C)c2)cc1	x	11	x	4%	-1%	x	-4%	18%	x	x	2%
COc1ccc(CSCC(=O)NN=C2CCN(C)CC2)cc1	0%	-5	8%	1%	-3%	7%	-9%	7%	3%	-4%	-3%
COc1ccccc1NC(=O)C1CCCN(S(=O)(=O)c2cccc3nsnc23)C1 (stereo unspecified)	10%	9	1%	-2%	-1%	3%	5%	u	6%	u	-1%
Cc1ccc(NNC(=O)C2CCC2)cc1C	u	2	8%	2%	2%	x	-1%	u	u	x	-2%
c1cncc(-c2ccc3ncnc(NCc4ccc5c(c4)OCO5)c3c2)c1	x	x	x	-1%	1%	x	1%	u	x	x	3%
COc1ccccc1NC(=O)C(C)OC(=O)/C=C/c1ccc2ccccc2n1 (stereo unspecified)	x	-8	x	-1%	12%	x	21%	u	x	x	u
CC(=O)c1sc(NC(=O)C(C)Oc2ccc3c(C)cc(=O)oc3c2)nc1C (stereo unspecified)	-4%	x	-11%	1%	3%	x	-7%	-19%	0%	44%[activator]	1%
